# Compound activity (PubChem BioAssay)
# p47phox inh: blocks human p47phox regulatory protein of NADPH oxidases; AID 1274; 220,000 compounds, 0.53% hits; p47phox/p22phox peptide binding, fluorescence polarization, 2 h; inhibition, % at 24.7 µM; P14598;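 active = inhibition above about 30%, limit read from the data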;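 note: 0% = p47phox with labelled peptide and 100% = labelled peptide alone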
# Runt-SMMHC FRET: inhibitors of human RUNX1 Runt domain binding to CBFb-SMMHC. Cerulean-Runt/Venus-CBFb-SMMHC FRET ratio 530/480, 1 h. Q01196+Q13951. AID 1434. inhibition, % at 20 µM. 220,000 compounds, 0.74% hits;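 active = mean inhibition across duplicate retests at 20 µM reaching about 50%, limit read from the data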;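 note: 0% = DMSO wells and 100% = wells with excess untagged CBFb-SMMHC; inhibitors lower the FRET ratio by blocking Runt binding to CBFb-SMMHC; some results filed as inactive read as strong as hits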
# Target sequence (Q01196 whole entry, looked up, the tested form may be a part): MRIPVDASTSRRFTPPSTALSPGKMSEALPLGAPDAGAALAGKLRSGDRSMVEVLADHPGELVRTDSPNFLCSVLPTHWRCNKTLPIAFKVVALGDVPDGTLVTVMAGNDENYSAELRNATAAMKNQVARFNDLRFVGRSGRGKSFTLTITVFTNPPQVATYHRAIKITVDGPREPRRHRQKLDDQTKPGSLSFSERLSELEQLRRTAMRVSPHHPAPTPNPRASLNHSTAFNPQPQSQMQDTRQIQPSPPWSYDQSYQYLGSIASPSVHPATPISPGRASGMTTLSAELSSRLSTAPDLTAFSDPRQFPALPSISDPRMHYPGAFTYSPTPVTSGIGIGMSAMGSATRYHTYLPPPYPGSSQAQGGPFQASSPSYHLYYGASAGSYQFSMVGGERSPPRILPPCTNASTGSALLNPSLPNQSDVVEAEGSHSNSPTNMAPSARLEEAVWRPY
# Target sequence (Q13951 whole entry, looked up, the tested form may be a part): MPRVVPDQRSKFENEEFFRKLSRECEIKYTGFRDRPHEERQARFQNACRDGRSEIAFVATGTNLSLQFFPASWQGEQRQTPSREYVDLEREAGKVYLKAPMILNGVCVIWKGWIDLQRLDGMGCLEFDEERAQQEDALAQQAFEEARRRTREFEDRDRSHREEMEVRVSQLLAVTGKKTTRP
# EBV gp42 block: inhibitors of Epstein-Barr virus glycoprotein 42. Fluorescence polarization binding assay, mP read-out. AID 1085. Q1HVG2. inhibition, % (tested at 21.74 µM). 220,000 compounds, 0.42% hits; in the data active = inhibition above about 50%
# Target sequence (Q1HVG2 whole entry, looked up): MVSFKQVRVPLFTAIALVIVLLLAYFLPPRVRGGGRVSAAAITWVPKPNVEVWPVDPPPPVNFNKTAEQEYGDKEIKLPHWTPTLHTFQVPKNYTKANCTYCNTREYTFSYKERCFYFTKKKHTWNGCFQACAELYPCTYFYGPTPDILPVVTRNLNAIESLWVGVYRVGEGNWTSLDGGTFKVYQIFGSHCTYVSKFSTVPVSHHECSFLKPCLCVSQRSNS
# PPC-1+TRAIL kill: PPC-1 cancer cell killing with TRAIL present. PPC-1 cells + TRAIL, ATPLite viability luminescence. cell killing (% activity), % at 4 µM. 220,000 compounds, 0.41% hits. AID 1443;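 active = cell killing above 50% in the first pass at 4 µM, then a duplicate retest at 5 µM averaging 50% or more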;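 note: plate controls were cells with TRAIL plus DMSO for no effect and medium-only wells lacking cells for full effect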
# MDM2 E3 inh: inhibitors of human Mdm2 E3 ubiquitin ligase; 210,000 compounds, 0.11% hits; cell-based MDM2 ubiquitination luciferase reporter, 2 h; 0 = plate control, 100 = twice control, blank-subtracted; AID 1230; signal enhancement, % at 5 µM;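 active = signal enhancement of 30% or more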;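 note: luminescence tracks abundance of the self-degrading MDM2-luciferase fusion protein; higher signal means inhibition of MDM2 E3 ligase activity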
#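 Material: Stable MDM2–luciferase fusion reporter cells | Amount: 2000 cells seeded into each well | Dosing: One concentration, 5 µM, with 0.2% DMSO | Incubation: 4 h cell settling then 2 h compound exposure, 37 °C | Measured by: Luciferase luminescence | Read-out basis: % enhancement relative to plate controls after blank subtraction | Benchmarks: Control and blank well means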
# TRPML3 agonist: activates the human TRPML3 channel; Q8TDD5; HEK293 TRPML3-YFP, Fluo-8 calcium fluorescence; 100% = the carbachol control signal; activation, % at 3 µM; 220,000 compounds, 0.29% hits;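 active = activation above its plate's cutoff, the mean activation of the plate's test wells plus 3 SD, cut at about 12% in these data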;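 note: 0% = DMSO only wells and 100% = carbachol wells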
#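 Test system: TRPML3-YFP stable HEK293 cells. Doses: single point at 3 µM. Incubation: dye loading 1 h 37 °C then 30 min ambient, 125 s read. Signal: Fluo-8 calcium dye fluorescence, ex 470-495, em 515-575 nm. Measure: percent activation from peak-to-basal fluorescence ratio, scaled between DMSO and carbachol.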
# CHOP inh: blocks CHOP induction under ER stress; CHO-K1 CHOP-promoter luciferase, tunicamycin-induced, 15-18 h; inhibition, % at 10 µM; 220,000 compounds, 3.8% hits; AID 2732;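 active = compounds that reduced the stress-induced luciferase reporter signal by more than about 70% of percent inhibition, limit read from the data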;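 note: 0% = tunicamycin plus vehicle and 100% = wells without tunicamycin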
# TNF death inh: TNF-alpha cell death inhibition in Jurkat FADD-/- cells; Jurkat FADD-/- TNF necroptosis rescue, ATP luminescence, 24 h; 0 = TNF only, 100 = no-TNF cells; activation (protection from cell death), % at 10 µM; 220,000 compounds, 0.068% hits; AID 463075;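 active = activation, meaning protection from cell death, of at least 50% relative to plate controls; inactive = activation below 50%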;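 note: necroptosis triggered by 40 ng/mL TNF-alpha added together with compound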
# zfTRPN1 agonist: zebrafish TRPN1 (NompC) channel agonism; HEK293 zebrafish TRPN1-YFP, Fluo-8 calcium fluorescence; 100% = response to 87 µM carbachol; activation, % at 3 µM; 220,000 compounds, 0.18% hits; AID 1424;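 active = activation above its plate's cutoff, the mean activation of test wells on that plate plus 3 SD, cut at about 19% in these data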;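 note: 0% = DMSO alone and 100% = 87 µM carbachol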
#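 Material – zebrafish TRPN1-YFP in HEK293 cells · Doses – 3 µM single point · Schedule – dye 1 h 37 °C plus 30 min RT · Signal – Fluo-8 calcium fluorescence, excitation 470-495 nm, emission 515-575 nm · Read-out – % activation versus carbachol response · Control set – carbachol high, DMSO low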
# * marks the source's active call; other numbers are inactive results; x = not tested or not shown.
# Every second line gives: zfTRPN1 agonist	PPC-1+TRAIL kill	TNF death inh	EBV gp42 block	CHOP inh	MDM2 E3 inh	TRPML3 agonist	p47phox inh	Runt-SMMHC FRET
- CCOc1ccc2c(=O)c(-c3ccc4c(c3)OCCCO4)c(C)oc2c1
→ -1.7	-10	1.6	-18	29	-13	-0.3	-17	-5
- CCCC(=O)Nc1nc2ccc(C(=O)OCC)cc2s1
→ 1.1	-6	5.3	0	26	-21	0.6	1	-5
- CC(=O)c1c(C(C)=O)c(C)n(-c2nc(-c3ccc(Br)cc3)c(C)s2)c1C
→ 0.0	4	-1.2	2	63	-6	-0.6	4	0
- CCC(C)[C@H](NC(=O)NCc1ccc(F)cc1)C(=O)O (some centres undefined)
→ -0.5	10	1.6	2	-5	-12	0.8	3	-2
- COc1ccc([N+](=O)[O-])cc1NC(=O)COC(=O)/C=C/c1ccco1
→ 0.6	12	1.1	-11	5	-19	0.8	-5	0
- COC(=O)c1cn(N(C)c2ncc(C(F)(F)F)cc2Cl)c(=O)c2ccccc12
→ -0.8	-2	-0.9	10	-53	6	0.6	-9	-3
- Cc1ccc2[nH]cc(C(=O)CN3CCN(c4ccccn4)CC3)c2c1
→ 0.5	0	0.7	-30	19	-2	0.5	-13	6
- COc1ccc(OCc2cccc(C(=O)Nn3cc([N+](=O)[O-])cn3)c2)cc1
→ 5.6	37	-0.5	1	98*	-19	2.6	-8	-5
- CN(NS(C)(=O)=O)c1ncc(C(F)(F)F)cc1Cl
→ 1.1	16	0.1	-24	0	22	0.2	-8	-2
- COc1cccc(/C=C(\C#N)C(=O)NC2CCS(=O)(=O)C2)c1 (centres undefined)
→ 0.7	14	2.1	-10	0	-8	0.6	1	5

# Some of the entries so far, with each value named.
CCC(C)[C@H](NC(=O)NCc1ccc(F)cc1)C(=O)O (some centres undefined)
  zfTRPN1 agonist = -0.5; PPC-1+TRAIL kill = 10; TNF death inh = 1.6; EBV gp42 block = 2; CHOP inh = -5; MDM2 E3 inh = -12; TRPML3 agonist = 0.8; p47phox inh = 3; Runt-SMMHC FRET = -2

COc1ccc([N+](=O)[O-])cc1NC(=O)COC(=O)/C=C/c1ccco1
  zfTRPN1 agonist = 0.6; PPC-1+TRAIL kill = 12; TNF death inh = 1.1; EBV gp42 block = -11; CHOP inh = 5; MDM2 E3 inh = -19; TRPML3 agonist = 0.8; p47phox inh = -5; Runt-SMMHC FRET = 0

# The results go on:
# Every second line gives: zfTRPN1 agonist	PPC-1+TRAIL kill	TNF death inh	EBV gp42 block	CHOP inh	MDM2 E3 inh	TRPML3 agonist	p47phox inh	Runt-SMMHC FRET
- O=C(NC(Cc1ccccc1)C(=O)N1CCCC1C(=O)O)c1ccccc1 (centres undefined)
→ 0.9	3	-4.9	-10	0	-2	1.1	-1	-2
- COc1ccc([N+](=O)[O-])cc1NC(=O)CSc1ccc2ccccc2c1
→ 1.1	-3	2.0	2	27	x	-0.1	3	2
- COC(=O)N/N=C/c1ccc(-c2ccccc2Cl)o1
→ -0.6	3	2.4	-15	-19	-7	-1.0	-10	-3
- O=C(Cn1cnc2c(cnn2-c2ccccc2)c1=O)NCCc1ccccc1
→ 0.0	37	-0.7	9	20	6	0.3	-8	2
- CCOC(=O)c1c(NC(=O)C2C3C=CC(CC3)C2C(=O)O)sc(C)c1CC (centres undefined)
→ -3.4	8	1.2	0	-13	-13	-0.7	-9	-8
- Cc1cc(N)n(-c2ccccn2)n1
→ -0.9	16	0.6	-13	-18	-3	0.2	-20	1
- COC(=O)CSc1ccc2nnc(-c3ccc(OC)c(OC)c3)n2n1
→ -0.1	41	-2.0	-7	27	-7	0.8	4	4
- N=c1c2c(-c3ccccc3)c(-c3ccccc3)n(Cc3ccccc3)c2ncn1CCCn1ccnc1
→ -1.9	26	-12	-20	-120	-15	-0.7	-3	-5
- COc1ccccc1NS(=O)(=O)c1cc(NC(=O)c2ccc3c(c2)OCCO3)ccc1C
→ 2.6	26	0.9	1	29	-11	0.7	-16	-1
- Cc1ccc(F)c(NC(=O)CCc2ccccc2)c1
→ -1.3	3	1.2	8	10	4	-0.1	-1	-3
- O=S(=O)(c1ccccc1Cl)N1CCC(O)(c2cccnc2)CC1
→ 1.2	13	1.9	4	3	-9	0.7	5	3
- CCOc1ccccc1N1CCN(C(=O)c2cccc(-c3ccc(O)cc3)c2)CC1
→ -0.4	18	-8.8	1	40	1	0.2	-17	1
- Cc1ccccc1NC(=O)c1cccc(NC(=O)CCC(=O)O)c1
→ 1.1	x	-0.5	3	6	-9	-0.4	-1	x
- O=C(CCC(=O)Nc1ccccc1)NNC(=O)c1cccs1
→ -1.4	6	-2.1	-11	-13	-11	0.6	-9	1
- COc1ccccc1NC(=S)Nc1cccc(F)c1
→ 1.4	-30	-3.0	-13	12	1	0.9	1	-4
- CCc1ccc(OCC(=O)N(C)CCC#N)c(Br)c1
→ -1.2	0	0.7	-17	10	-4	0.3	-9	-1
- O=C(NC1CCCC1)C(c1ccncc1)N(Cc1ccccc1)C(=O)Cc1cccs1 (centres undefined)
→ -0.9	4	-1.6	2	-18	-11	-0.1	-5	0
- Nc1ccccc1C(=O)NCc1ccc(Cl)cc1
→ 0.2	-19	1.1	-3	20	1	1.3	-12	1
- COc1ccccc1-c1cc(C(F)(F)F)nc(S(=O)(=O)CCCC(=O)N2CCCCC2C)n1 (centres undefined)
→ 0.5	-19	-13	-11	x	-4	-0.3	-5	3
- Cc1cccc(C)c1NC(=O)COC(=O)COc1ccc2c(C)cc(=O)oc2c1
→ 0.3	13	1.7	-11	-11	10	1.7	-6	-1

# Some of these compounds in order of SMILES length, highest first:
# Every second line gives: zfTRPN1 agonist	PPC-1+TRAIL kill	TNF death inh	EBV gp42 block	CHOP inh	MDM2 E3 inh	TRPML3 agonist	p47phox inh	Runt-SMMHC FRET
- N=c1c2c(-c3ccccc3)c(-c3ccccc3)n(Cc3ccccc3)c2ncn1CCCn1ccnc1
→ -1.9	26	-12	-20	-120	-15	-0.7	-3	-5
- COc1ccccc1-c1cc(C(F)(F)F)nc(S(=O)(=O)CCCC(=O)N2CCCCC2C)n1 (centres undefined)
→ 0.5	-19	-13	-11	x	-4	-0.3	-5	3
- COc1ccccc1NS(=O)(=O)c1cc(NC(=O)c2ccc3c(c2)OCCO3)ccc1C
→ 2.6	26	0.9	1	29	-11	0.7	-16	-1
- O=C(NC1CCCC1)C(c1ccncc1)N(Cc1ccccc1)C(=O)Cc1cccs1 (centres undefined)
→ -0.9	4	-1.6	2	-18	-11	-0.1	-5	0
- CCOc1ccccc1N1CCN(C(=O)c2cccc(-c3ccc(O)cc3)c2)CC1
→ -0.4	18	-8.8	1	40	1	0.2	-17	1
- COC(=O)CSc1ccc2nnc(-c3ccc(OC)c(OC)c3)n2n1
→ -0.1	41	-2.0	-7	27	-7	0.8	4	4
- O=S(=O)(c1ccccc1Cl)N1CCC(O)(c2cccnc2)CC1
→ 1.2	13	1.9	4	3	-9	0.7	5	3
- O=C(CCC(=O)Nc1ccccc1)NNC(=O)c1cccs1
→ -1.4	6	-2.1	-11	-13	-11	0.6	-9	1
- CCc1ccc(OCC(=O)N(C)CCC#N)c(Br)c1
→ -1.2	0	0.7	-17	10	-4	0.3	-9	-1
- Cc1ccc(F)c(NC(=O)CCc2ccccc2)c1
→ -1.3	3	1.2	8	10	4	-0.1	-1	-3
- COc1ccccc1NC(=S)Nc1cccc(F)c1
→ 1.4	-30	-3.0	-13	12	1	0.9	1	-4
- Cc1cc(N)n(-c2ccccn2)n1
→ -0.9	16	0.6	-13	-18	-3	0.2	-20	1

# Next part
# Every second line gives: zfTRPN1 agonist	PPC-1+TRAIL kill	TNF death inh	EBV gp42 block	CHOP inh	MDM2 E3 inh	TRPML3 agonist	p47phox inh	Runt-SMMHC FRET
- Cc1noc(C)c1CSc1nnc(-c2ccccc2F)n1CCc1ccccc1
→ -0.8	29	0.6	1	17	-30	-0.6	-6	5
- Cc1cc(C)n(CC(=O)n2c3c(c4ccccc42)CCCC3)n1
→ -0.9	0	0.8	6	26	-17	0.4	-9	1
- CC(=O)c1c(C)[nH]c(C(=O)OCC(=O)Nc2cccc(S(=O)(=O)N3CCCC3)c2)c1C
→ 2.1	2	-0.6	-28	39	-3	1.2	-5	0
- COc1ccccc1/C=C/C=N/n1c(-c2cc(-c3ccccc3)n[nH]2)n[nH]c1=S
→ -4.6	10	-1.9	1	-38	-4	-0.8	-20	16
- COC(=O)C1=C(C)NC(=O)NC1c1ccc([N+](=O)[O-])o1 (centres undefined)
→ -0.1	17	-1.3	14	-18	-2	0.7	3	2
- CCOC(=O)c1c(NC(=O)CN(C)C)sc(C(=O)N(CC)CC)c1C
→ -0.8	-18	-0.3	-18	20	8	-0.4	-17	-1
- O=C(NCc1cccc(Cl)c1)c1ccc2c(c1)OCO2
→ -0.8	3	-1.2	-3	9	-5	-0.7	-8	3
- CCc1ccc(OCC(O)CNC(C)(C)C)cc1 (centres undefined)
→ -0.1	22	1.3	-13	29	-5	0.8	-6	-2
- COc1ccc(CCC(=O)OCC(=O)c2ccc(C)cc2)cc1
→ -1.8	-5	0.1	5	4	-9	-0.9	1	0
- COc1cccc(C2CC(c3c(-c4ccccc4)c4cc(Cl)ccc4[nH]c3=O)=NN2S(C)(=O)=O)c1OC (centres undefined)
→ -0.3	30	-10	-41	54	-8	1.1	-133	-15
- COc1ccc(S(=O)(=O)N2CCCC(C(=O)Nc3cccc(C(C)=O)c3)C2)cc1 (centres undefined)
→ 0.2	16	-0.7	3	12	-6	0.2	-9	6
